PAX8 inh HTS: inhibitors of PAX8-driven TPO luciferase reporter, primary screen, RMG-I cells, single concentration; SteadyGlo, 24 h; inhibition, % at 12.6 µM; 360,000 compounds, 1.2% hits;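 active means mean replicate inhibition at least 60% with every replicate also reaching 60%; inconclusive means only one of the two criteria is met; inactive means mean below 60% and not all replicates reaching 60%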;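 further: luciferase light reporting Pax8 driven TPO promoter activity; plate controls were median of neutral control wells for no effect and mitoxantrone controls for full effect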
ARNT-TACC3 inh: disruptors of ARNT/TACC3 protein interaction, primary screen, biochemical, AlphaScreen, single concentration; inhibition, % at 9.99 µM; 390,000 compounds, 0.66% hits; AlphaScreen His-ARNT PAS-B/GST-TACC3 binding, luminescence; TACC3 fragment carries E629A point mutation;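 active means mean inhibition of replicates at least 50% and at least half of replicates each reaching 50%; inconclusive means half or more replicates reach 50% but mean below 50%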;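 further: 0% = complete ARNT plus TACC3 wells and 100% = ARNT alone without TACC3; many hits fall short of the cut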
INS-1E GSIS act: GLuc luminescence reporter in INS-1E cells, primary screen for activators of glucose-dependent secretion of insulin | 370,000 compounds, 0.61% hits | activation, % at 16.6 µM | INS-1E GLuc reporter insulin secretion, 2-3 h;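 active means lowest replicate activation of at least 40%, so every replicate reaches that level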;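 further: 0% = median of neutral control wells and 100% = median of IBMX positive control wells; some compounds called inactive have numbers as strong as hits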
* hit, by the source's call; ? = inconclusive.

SMILES	PAX8 inh HTS	ARNT-TACC3 inh	INS-1E GSIS act
COC(=O)c1ccccc1NC(=O)C1CC(=O)N(c2ccc(C)c(C)c2)C1 (stereo not drawn)	-3	0	-8
COc1ccc(C)cc1NS(=O)(=O)c1cccc2nonc12	-5	6	19
CC(C)Cc1nc2oc3c(=O)[nH]cnc3c2c2c1CCC2	-27	2	3
CCOC(=O)N1CCC(NS(=O)(=O)c2cc3c(cc2Cl)NC(=O)CO3)CC1	22	-1	-27
Cc1cc2c(c(=O)o1)C1(C(=O)N(C)c3ccccc31)C(C#N)=C(N)O2 (stereo not drawn)	3	-4	4
Cc1cc2[nH]c(=O)c3ccccc3n2n1	6	4	21
CC(Sc1ccccc1)C(=O)Nc1ccc(N2CCOCC2)cc1 (stereo not drawn)	-18	-2	11
CN1CCN(Cc2cc(COCc3ccccc3)c3cccnc3c2O)CC1	53	2	-8
Cc1ccc(NC(=O)c2c(-c3c(F)cccc3Cl)noc2C)cc1F	1	4	-11
Cn1nnnc1SCC(=O)N1CCN(c2ccc(Cl)cc2)CC1	7	3	3
CCCn1c(Cc2ccccc2)nnc1SCC(=O)N1CCOCC1	-13	-2	4
Cc1ccc(S(=O)(=O)c2cc3ccccc3oc2=Nc2ccc3c(c2)OCO3)cc1	18	9	-4
O=C(CSC1=Nc2ccccc2C2=NC(CC(=O)NC3CCCCC3)C(=O)N12)NCc1ccco1 (stereo not drawn)	11	-2	-11
COc1ccc(OC)c(NC(=O)Cn2c(=O)n(CC(=O)NCc3ccco3)c(=O)c3ccccc32)c1	20	-33	14
CC(=O)NC1=NN(c2ccccc2)C(=O)C1	1	-3	10
C=CCn1c(SCC(=O)NC(=O)NCc2ccco2)nc2sc(C)c(C)c2c1=O	2	-38	8
CNC(=O)N(O)C1N(C)C(=O)N(CC(=O)OC)C1(C)C (stereo not drawn)	-21	35	6
CCn1c(NCc2ccccn2)nc2ccccc21	3	-4	11
CCN(CC)CCn1c(OC)cc(=O)[nH]c1=O	3	-6	-5
Cc1cc(NC(=O)CSc2nnc(Cc3ccccc3)n2C)no1	-3	-5	1
COc1ccc(OC)c(N=c2ssnc2Cl)c1	20	-1	39
CCNc1nnc(-c2ccncc2)s1	-4	-6	7
COc1ccc(Cl)cc1NC(=O)CS(=O)(=O)c1cccc2nsnc12	23	-3	12
O=C(Nc1cccc(Cl)c1)N1CCCC1	-9	-4	-5
O=C(Nc1ccccc1)c1nnn(Cc2ccccc2)c1NC(=O)C(F)(F)F	-194	-5	-16
COc1ccc(-c2cccc(C(=O)Nc3ccc(C)cc3)c2)cc1	-7	-2	99*
CCOC(=O)c1sc(NC(=O)CSc2nnc(C(C)C)n2C)nc1C	-7	0	0
CCOC(=O)C1=C(C)NC(=O)NC1C1CC=CCC1 (stereo not drawn)	12	-3	11
CC1CCN(c2ncnc3ccccc23)CC1	10	-6	-2
O=C(c1cccc(C(=O)N2CCN(c3ccccc3F)CC2)n1)N1CCN(c2ccccc2F)CC1	18	-5	7
Cc1ccc(-c2nnn(CC(=O)N3CCN(c4nc5ccccc5s4)CC3)n2)cc1	23	-3	211*
CCN(CC)c1ccc(N2C(=O)/C(=C\c3cccnc3)SC2=S)cc1	9	1	9
CC(=O)c1ccc(NC(=O)c2cnn3c(C(F)F)cc(C4CC4)nc23)cc1	-52	-4	8
Cc1cc(Cl)ccc1NC(=O)CSc1nnc(Cc2cccs2)n1Cc1ccco1	-10	-4	-20
Brc1cc2c(cc1/C=N/Nc1nc(N3CCCC3)nc(N3CCOCC3)n1)OCO2	16	-2	26
Nc1ncc(Br)cc1S(=O)(=O)NCCC(=O)N1CCN(c2ncccn2)CC1	4	-1	22
Cc1c(CCOC(=O)CC23CC4CC(CC(C4)C2)C3)sc[n+]1Cc1ccccc1	52	4	-28
CCOC(=O)c1cc(-c2ccccc2)sc1NC(=O)C(C)Sc1nnnn1C (stereo not drawn)	18	-5	-19
Cc1sc(N/N=C/C=C/c2ccccc2)nc1-c1ccccc1	-42	13	-15
CCCOc1cccc(C(=O)Nc2cc(NC(=O)c3ccco3)ccc2OC)c1	9	20	-7
COCCOC(=O)c1c(C)oc2ccc(OC(=O)c3ccc4c(c3)OCO4)cc12	-6	2	7
CCOC(=O)N1CCN(C(=O)CN(c2ccc(Oc3ccccc3)cc2)S(C)(=O)=O)CC1	10	0	-10
COC(=O)CSc1nc(C2CC2)cc(C(F)(F)F)c1C#N	12	-4	23
Cc1noc(C)c1C(=O)OCC(=O)c1c(N)n(CC(C)C)c(=O)n(C)c1=O	2	1	8
CC(=O)c1c(C)[nH]c(C(=O)N2CCN(c3cc(Cl)ccc3C)CC2)c1C	?	-5	-28
O=C(O)C1CC(=O)N(c2ccc(Br)cc2)C1 (stereo not drawn)	-1	-6	10
Cc1nc(S(=O)(=O)c2ccc(Cl)cc2)c(NCc2ccccc2)o1	-16	-7	7
CC(=O)Nc1ccc(SCC(=O)N(CCC#N)c2cc(C)cc(C)c2)cc1	13	-3	7
COc1ccc(-c2nsc3c(N4CCCC4)ncnc23)cc1	-79	20	8
c1ccc(-c2csc3ncnc(NCCN4CCOCC4)c23)cc1	8	0	32

Continued:
SMILES	PAX8 inh HTS	ARNT-TACC3 inh	INS-1E GSIS act
Cc1ccc(C(=O)Nc2nncs2)cc1S(=O)(=O)N1CCOCC1	-9	-2	10
COc1ccc(-c2nnc(SCc3nnc(-c4ccccc4)o3)n2C)cc1OC	19	3	43
Cc1ccc(CNC(=O)CCS(=O)(=O)c2cccc3nonc23)cc1	-6	-1	2
Brc1ccc(-c2csc(NNC3=NCCCCC3)n2)cc1	-16	15	-2
Cc1nonc1NC(=O)CSc1nnc(-c2ccoc2C)n1-c1cccc(Cl)c1	6	-3	11
Cc1ccc(CNC(=O)C2C3C=CC(C3)C2C(=O)O)cc1 (stereo not drawn)	11	-5	-15
O=C(CS(=O)(=O)Cc1ccccc1)NCC1CCCO1 (stereo not drawn)	23	-4	-4
Nc1cc(C(=O)OCC(=O)NCC2CCCO2)ccc1Cl (stereo not drawn)	10	-7	0
COc1ccccc1N(O)C1CC(=O)N(c2ccc(Br)cc2)C1=O (stereo not drawn)	-7	5	-7
Cc1nn(Cc2c(Cl)cccc2Cl)c(C)c1N	-10	1	-14
Cc1ccc(N(CC(=O)N2CCc3ccccc32)C2=NC(=O)CS2)cc1	13	5	-23
COc1ccc(C/C(=N\O)c2ccc(OC)cc2)cc1	-51	-1	-10
Cc1nn(-c2ccccc2)c(Cl)c1C1C(C#N)=C(N)OC2=C1C(=O)CCC2 (stereo not drawn)	9	12	-2
CCCOC(=O)c1[nH]c2c(c1C)C(=O)CC(c1cccs1)C2 (stereo not drawn)	58	-5	37
CN(C)c1oc(-c2ccccc2Cl)nc1P(=O)(c1ccccc1)c1ccccc1	20	4	-7
Cc1ccc(NS(=O)(=O)c2ccc(C(=O)N3CCCN(C)CC3)cc2)cc1	23	-5	18
Cc1ccc(N(CC(=O)NCc2ccc3c(c2)OCO3)S(C)(=O)=O)cc1	-10	-10	14
Cc1cc(NC(=O)CSc2nc3ccc(Cl)cc3[nH]2)no1	-3	-5	-15
COc1cccc(C(=O)Nc2ccc(S(=O)(=O)Nc3onc(C)c3C)cc2)c1	-7	3	9
CCOC(=O)N1CCN(C(=O)CN(c2cc(Cl)ccc2OC)S(=O)(=O)c2ccccc2)CC1	17	-9	-1

As entered above:
`COc1ccc(OC)c(N=c2ssnc2Cl)c1` – PAX8 inh HTS = 20
`CCN(CC)CCn1c(OC)cc(=O)[nH]c1=O` – ARNT-TACC3 inh = -6

(more compounds)
SMILES	PAX8 inh HTS	ARNT-TACC3 inh	INS-1E GSIS act
CC1CCN(CCc2nc3cc(NS(=O)(=O)c4ccc(F)cc4)ccc3n2C)CC1	56	1	0
O=C(Nc1cccc(-n2cnnn2)c1)c1ccco1	-16	1	0
CC(=O)N(CCN(C(C)=O)c1ccccc1)c1ccccc1	0	-4	2
Cc1ccc(-c2nn3c(C)nnc3s2)cc1NC(=O)c1cccnc1	-10	5	2
COc1ccccc1C1C(C#N)=C(N)N(c2cccnc2)C2=C1C(=O)CC(C)(C)C2 (stereo not drawn)	18	1	-5
Cn1c(Cn2cnc3ccccc32)nnc1SCC(=O)CC(=O)Nc1ccccc1	-15	-2	18
Cc1noc(C)c1CSCC(=O)OCC(=O)N1CC(=O)Nc2ccccc21	12	-7	12
Cc1cccc(-n2c(SCc3cc(=O)n4ccsc4n3)nc3ccccc32)c1	7	24	-8
c1nc(NCC2(N3CCOCC3)CCCCC2)c2ccsc2n1	-1	-1	5
Cc1ccc(NC2=NCCC2)cc1Cl	5	-9	-3
Cc1n[nH]c(=O)nc1NCC1CCCO1 (stereo not drawn)	-6	-18	5
O=S(=O)(c1ccc(Cl)cc1)N1CCN(c2ccc(N3CCOCC3)nn2)CC1	12	-5	-18
O=C(CN1CCOCC1)Nc1cccc(C(=O)Nc2cccc(C(F)(F)F)c2)c1	-12	-6	8
CCNC(=S)NNC(=O)c1csc(C(C)C)c1	-63	2	-2
COc1ccc(OC)c(NC(=O)c2cc(-c3ccc(C)cc3O)n[nH]2)c1	-14	4	-10
Cc1[nH]n(-c2ccccc2)c(=O)c1CCOC(=O)c1ccc(C(F)(F)F)cc1	-16	-3	-20
COc1ccc(N2C(=O)CCC(C(=O)N3CCCCC3)C2c2ccc(OC)c(OC)c2)cc1 (stereo not drawn)	-21	-5	3
Cc1ccc(C23CC4CC(CC(CC(=O)N5CCOCC5)(C4)C2)C3)cc1	18	0	-7
Cc1cccnc1NCc1ccc(O)c2ncccc12	15	39	-2
O=S(=O)(c1cc(Cl)ccc1Cl)N1CC2CCCN2c2ccc(C(F)(F)F)cc21 (stereo not drawn)	21	3	-30

20 successive entries from above, for reference:
SMILES	PAX8 inh HTS	ARNT-TACC3 inh	INS-1E GSIS act
COc1cccc(C(=O)Nc2ccc(S(=O)(=O)Nc3onc(C)c3C)cc2)c1	-7	3	9
CCOC(=O)N1CCN(C(=O)CN(c2cc(Cl)ccc2OC)S(=O)(=O)c2ccccc2)CC1	17	-9	-1
CC1CCN(CCc2nc3cc(NS(=O)(=O)c4ccc(F)cc4)ccc3n2C)CC1	56	1	0
O=C(Nc1cccc(-n2cnnn2)c1)c1ccco1	-16	1	0
CC(=O)N(CCN(C(C)=O)c1ccccc1)c1ccccc1	0	-4	2
Cc1ccc(-c2nn3c(C)nnc3s2)cc1NC(=O)c1cccnc1	-10	5	2
COc1ccccc1C1C(C#N)=C(N)N(c2cccnc2)C2=C1C(=O)CC(C)(C)C2 (stereo not drawn)	18	1	-5
Cn1c(Cn2cnc3ccccc32)nnc1SCC(=O)CC(=O)Nc1ccccc1	-15	-2	18
Cc1noc(C)c1CSCC(=O)OCC(=O)N1CC(=O)Nc2ccccc21	12	-7	12
Cc1cccc(-n2c(SCc3cc(=O)n4ccsc4n3)nc3ccccc32)c1	7	24	-8
c1nc(NCC2(N3CCOCC3)CCCCC2)c2ccsc2n1	-1	-1	5
Cc1ccc(NC2=NCCC2)cc1Cl	5	-9	-3
Cc1n[nH]c(=O)nc1NCC1CCCO1 (stereo not drawn)	-6	-18	5
O=S(=O)(c1ccc(Cl)cc1)N1CCN(c2ccc(N3CCOCC3)nn2)CC1	12	-5	-18
O=C(CN1CCOCC1)Nc1cccc(C(=O)Nc2cccc(C(F)(F)F)c2)c1	-12	-6	8
CCNC(=S)NNC(=O)c1csc(C(C)C)c1	-63	2	-2
COc1ccc(OC)c(NC(=O)c2cc(-c3ccc(C)cc3O)n[nH]2)c1	-14	4	-10
Cc1[nH]n(-c2ccccc2)c(=O)c1CCOC(=O)c1ccc(C(F)(F)F)cc1	-16	-3	-20
COc1ccc(N2C(=O)CCC(C(=O)N3CCCCC3)C2c2ccc(OC)c(OC)c2)cc1 (stereo not drawn)	-21	-5	3
Cc1ccc(C23CC4CC(CC(CC(=O)N5CCOCC5)(C4)C2)C3)cc1	18	0	-7

(more compounds)
SMILES	PAX8 inh HTS	ARNT-TACC3 inh	INS-1E GSIS act
Cc1ccc(S(=O)(=O)Nc2ccc(-c3nnc(SCC#N)n3C)cc2)cc1	1	-1	4
CCN(CC)CCNS(=O)(=O)c1ccc(Cl)cc1	-9	5	2
CCOc1ccc(Cn2c(=O)oc3ccc(C)cc32)cc1OC	25	0	-13
CCC(=O)NC(Nc1sc2c(c1C(=O)OC)CCN(C)C2)(C(F)(F)F)C(F)(F)F	-9	3	18
O=C(CCn1c(=O)[nH]c2ccccc2c1=O)Nc1ccccc1	-21	-3	10
Clc1cccc(CSc2nnc(-c3ccccn3)n2Cc2ccco2)c1	-4	15	-12
CC1N=C2c3ccccc3N=C(SCc3cc(=O)n4cc(Cl)ccc4n3)N2C1=O (stereo not drawn)	3	-3	2
c1ccc(C2CC(c3cccs3)n3nnnc3N2)cc1 (stereo not drawn)	-9	-6	7
COc1ccc(OC)c(NC(=O)CCNS(=O)(=O)c2cccs2)c1	-22	-6	-3
CSc1ccc(-c2c(C#N)c(N)nc3c2c(C)nn3-c2ccccc2)cc1	66*	-3	-4
COc1cc(Cl)c(C)cc1NC(=O)COc1cc(C)nc(C(C)C)n1	5	33	7

Assay outcomes from PubChem BioAssay.

Some of the compounds tested (hit frequency here may not be typical).
